Mtb RmlCD inh – blocks M. tuberculosis RmlC and RmlD coupled enzymes; RmlC+RmlD coupled enzyme assay, percent inhibition; primary screen in compound mixtures; inhibition, % at 3.6 µM; actives 0.03% (n = 160,000); AID 1533; in the data active = inhibition mostly above about 34%, no sharp cut-off; also: some results filed as inactive read as strong as hits
Target sequence (P9WH09 whole entry, looked up): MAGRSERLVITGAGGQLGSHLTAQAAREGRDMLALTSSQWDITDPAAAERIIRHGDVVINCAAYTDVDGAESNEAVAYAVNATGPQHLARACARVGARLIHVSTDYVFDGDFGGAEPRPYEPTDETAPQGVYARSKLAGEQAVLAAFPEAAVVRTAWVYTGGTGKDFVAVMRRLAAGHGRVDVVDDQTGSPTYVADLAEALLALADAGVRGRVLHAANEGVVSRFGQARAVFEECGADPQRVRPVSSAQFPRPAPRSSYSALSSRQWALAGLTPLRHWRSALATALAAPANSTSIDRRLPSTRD
Target sequence (P9WH11 whole entry, looked up): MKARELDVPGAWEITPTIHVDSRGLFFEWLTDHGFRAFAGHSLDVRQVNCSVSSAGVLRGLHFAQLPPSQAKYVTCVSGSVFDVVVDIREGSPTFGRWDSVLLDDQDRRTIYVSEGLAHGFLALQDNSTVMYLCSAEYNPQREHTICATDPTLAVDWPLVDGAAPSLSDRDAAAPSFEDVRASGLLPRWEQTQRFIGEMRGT
GlmU inhibition – inhibition of mycobacterial GlmU enzyme – biochemical, glucosamine-1-phosphate acetyltransferase (AID 1376); M. tuberculosis GlmU acetyltransferase enzyme assay; higher % means a stronger effect; inhibition, %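 (tested at 30 µM in the primary screen)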; hits with a dose series show IC50 in µM; actives 0.25% (n = 220,000); in the data active = inhibition above about 13%;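 also: 0% = complete reaction with vehicle and 100% = reaction without substrate; strong numbers were not always called active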
Active calls of the source: *; . = no result given.

SMILES | Mtb RmlCD inh | GlmU inhibition
O=c1oc2ccccc2c(Cl)c1CN1CCCCC1 | . | 2.3%
CCCCOc1ccc(/C(O)=C2/C(=O)C(=O)N(CCCOC)C2c2ccncc2)cc1C (stereo not given) | -8.7 | -1.8%
CCOC(=O)CSc1nc(C)c2cc(OC)ccc2n1 | 35.0 | 3.0%
Cc1cccc(NC(=O)Cn2cnc3c(oc4ccccc43)c2=O)c1 | 3.5 | 2.9%
NC(=O)[C@@H]1CC2(CC(c3cccc(NC(=O)COc4ccc(Cl)cc4)c3)=NO2)CN1C(=O)COc1ccc(Cl)cc1 (stereo not given in full) | 7.1 | 3.7%
O=C(CNC1CC1)Nc1cc(C(F)(F)F)ccc1Cl | . | 0.5%
CN(C)/C=C(\C(=O)c1ccccc1)c1nnnn1-c1ccc(F)cc1 | 10.7 | -5.6%
Cc1ccc(-n2c(C)nc3c(cnn3-c3ccc(F)cc3)c2=O)cc1 | 2.5 | .
CC(C)CNC(=O)c1ccc(Cl)c(Cl)c1 | -5.4 | -2.9%
CC1CCc2nc(/C(C#N)=C/c3cccnc3)sc2C1 (stereo not given) | 0.2 | -1.7%
CCOc1ccc(-n2c(SCC(=O)NCc3ccco3)nc3c(c2=O)SCC3)cc1 | -7.0 | -5.1%
COc1ccc2c(c1)CCC/C2=N\OC(=O)c1ccccc1F | -15.6 | 3.5%
CCCNC(=O)CN1C(=O)NC(Cc2c[nH]c3ccccc23)C1=O (stereo not given) | -1.4 | -1.5%
Cc1cc(N/N=C/c2c(O)ccc3ccccc23)nc(-c2ccccc2O)n1 | 4.6 | 0.7%
Cc1ccccc1-c1nc2sc3c(c2c(=O)n1N)CCCC3 | . | 2.0%
Cc1sc2nc(-c3ccccc3)oc(=O)c2c1C | 9.6 | -3.1%
Cc1cc(C(F)F)nn1CC(=O)NCc1ccc(Cl)cc1Cl | . | 1.6%
O=C(NNC(=S)NCc1ccccc1)c1ccc2c(c1)OCO2 | 1.8 | -1.4%
Cc1nn(C(C)CC(=O)O)c(C)c1Br (stereo not given) | -9.3 | 7.6%
CCOC(=O)c1cnc2nc(C(F)(F)F)[nH]n2c1=O | 15.9 | -1.6%
C=CCOc1cccc(C2/C(=C(/O)c3ccccc3)C(=O)C(=O)N2CCN2CCOCC2)c1 (stereo not given) | 0.7 | -1.9%
CCSc1nnc(-c2ccc(S(=O)(=O)N3CCOCC3)cc2)n1CC1CCCO1 (stereo not given) | 8.3 | 8.0%
CCOc1ccc(OCCN(C)Cc2ccccc2)cc1 | . | 0.8%
COC(=O)C1C(=O)c2c([nH]c(C(=O)OCCSC)c2C)CC1C (stereo not given) | 5.6 | 4.0%
CCOC(=O)Nc1ccc(NC(=O)c2c(OC)cccc2OC)cc1 | 9.4 | 2.1%
COc1nc(-c2ccccc2)ccc1-c1noc(-c2ccccc2F)n1 | 1.4 | 0.9%
NC(=S)COc1ccccc1 | 5.6 | -2.1%
CCOc1ccc(N2C(=O)CC(Sc3nc(CC(C)C)ccc3C#N)C2=O)cc1 (stereo not given) | 16.2 | 3.0%
COc1ccc(C(=O)/C=C/Nc2cc(C)ccn2)cc1 | -105.5 | 4.0%
Cc1ccc(-n2c(C)c3c(C)nnc(C)c3c2C)cc1C | . | 1.3%
Cc1ccc(OCC(=O)NCc2cccs2)c([N+](=O)[O-])n1 | . | 2.6%
COc1cccc(-c2cc(N3C(=O)Nc4ccccc4N3O)n[nH]2)c1 | 6.7 | -6.2%
Cc1ccc(C(=O)NCC(=O)N/N=C/c2sccc2C)cc1[N+](=O)[O-] | -10.7 | 5.0%
COC(=O)c1ccc(Oc2coc3cc(OCc4ccc([N+](=O)[O-])cc4)ccc3c2=O)cc1 | -2.4 | -3.2%
Cc1ccc(C(=O)NCC(C)(C)N2CCOCC2)s1 | 4.7 | -0.4%
CC(=O)Nc1ccc(NC(=O)C(F)(F)F)cc1 | -17.2 | 1.1%
S=C1NC2(CCCCC2)Nc2ccccc21 | -4.7 | 2.6%
CCN(CC)c1ccc(/C=N/NC(=O)Cc2nnc(NC(=O)Nc3ccccc3)s2)cc1 | 9.1 | 8.3%
COc1ccc2c(Cl)c(C(=O)N/N=C3\CCCC(=O)C3)sc2c1 | -0.4 | 3.0%
COCCNC(=O)CN(Cc1ccc2c(c1)OCO2)C(=O)CCC(=O)Nc1nccs1 | 3.9 | 2.5%
C=CCNC(=O)C1CC2Cn3c(nc4ccccc43)C2N1C (stereo not given) | . | 2.5%
Cc1cc(=O)[nH]c(SCC(=O)N2CCc3ccccc3C2)n1 | 9.1 | 0.0%
O=c1c2ccccc2nnn1-c1ccc(Br)cc1 | 1.2 | -5.0%
CCOc1ccc(CCN2CN(CC)CNC2=S)cc1OCC | -10.3 | 3.8%
COC(=O)C1CCN(c2nc3ccccc3nc2C(C#N)C(=O)OCC(C)C)CC1 (stereo not given) | . | -2.9%
Fc1ccccc1COc1ccc(Br)cc1CNCc1cccnc1 | . | -5.7%
Cc1nc(=O)c(-c2ccccc2)c(C)n1-c1ccccc1O | . | 3.2%
Nc1nc2n(n1)C(c1ccco1)CC(c1ccc(Cl)cc1Cl)N2 (stereo not given) | . | 1.7%
C=C(C)c1cccc(C(C)(C)NC(=O)Nc2ccc3[nH]c(=O)[nH]c3c2)c1 | -10.8 | -2.9%
CCCCCCc1nc2ccccc2c(=O)n1N | 40.1 | 2.4%
c1ccc(CSc2nnc(-c3cccnc3)o2)cc1 | . | 6.0%
COc1ccc(N(CCC(=O)O)S(=O)(=O)c2ccc(C)c(C)c2)cc1 | 8.9 | 0.7%
CCCCCC(=O)Nc1cccc(C2=NOC3(C2)C[C@@H](C(N)=O)N(C(=O)C2(C)CC2)C3)c1 (stereo not given in full) | . | 5.1%
N=C1S/C(=C\c2cccc3ccccc23)C(=O)N1c1ccc(F)cc1 | . | 2.3%
CC(C)(C)C1CCc2c(sc(NC(=O)c3cccs3)c2C(=O)N2CCCCC2)C1 (stereo not given) | . | 0.2%
O=C1NC(=S)N/C1=C/c1cccc([N+](=O)[O-])c1 | 4.4 | -2.0%
CCOC(=O)c1cccc(N2C(N)=NC(N)=NC2(C)C)c1 | -7.2 | -6.8%
S=C(Nc1ccc2nccnc2c1)N1CCOCC1 | -8.5 | 3.2%
COc1ccc(CCN(C)Cc2ccc(OCc3ccccc3)c(OC)c2)cc1OC | . | -3.7%
Cn1nc(C(F)(F)F)c(-c2cccc(C(F)(F)F)c2)c1NC(=O)Nc1ccc(F)cc1 | . | 3.4%

13 structures from above, ordered by length of the SMILES, smallest number first.
SMILES | Mtb RmlCD inh | GlmU inhibition
CCCCCCc1nc2ccccc2c(=O)n1N | 40.1 | 2.4%
S=C(Nc1ccc2nccnc2c1)N1CCOCC1 | -8.5 | 3.2%
c1ccc(CSc2nnc(-c3cccnc3)o2)cc1 | . | 6.0%
Fc1ccccc1COc1ccc(Br)cc1CNCc1cccnc1 | . | -5.7%
Cc1nc(=O)c(-c2ccccc2)c(C)n1-c1ccccc1O | . | 3.2%
O=C1NC(=S)N/C1=C/c1cccc([N+](=O)[O-])c1 | 4.4 | -2.0%
N=C1S/C(=C\c2cccc3ccccc23)C(=O)N1c1ccc(F)cc1 | . | 2.3%
COc1ccc(CCN(C)Cc2ccc(OCc3ccccc3)c(OC)c2)cc1OC | . | -3.7%
COc1ccc(N(CCC(=O)O)S(=O)(=O)c2ccc(C)c(C)c2)cc1 | 8.9 | 0.7%
COC(=O)C1CCN(c2nc3ccccc3nc2C(C#N)C(=O)OCC(C)C)CC1 (stereo not given) | . | -2.9%
CC(C)(C)C1CCc2c(sc(NC(=O)c3cccs3)c2C(=O)N2CCCCC2)C1 (stereo not given) | . | 0.2%
C=C(C)c1cccc(C(C)(C)NC(=O)Nc2ccc3[nH]c(=O)[nH]c3c2)c1 | -10.8 | -2.9%
CCCCCC(=O)Nc1cccc(C2=NOC3(C2)C[C@@H](C(N)=O)N(C(=O)C2(C)CC2)C3)c1 (stereo not given in full) | . | 5.1%

The list continues:
SMILES | Mtb RmlCD inh | GlmU inhibition
S=C(NCc1cccs1)Nc1ccccc1Cl | 3.2 | 5.4%
CC(/C=C/c1ccc2c(c1)OCO2)=N\NC(=O)COc1ccccc1C | -10.5 | 1.5%
O=C(NC(NC(=O)c1ccccc1)c1cccc([N+](=O)[O-])c1)c1ccccc1 | -7.7 | -11.4%
Cc1ccc(-n2c(=O)cc(N3CCCCCC3)[nH]c2=O)cc1 | -3.9 | 1.5%
Cc1ccc(F)cc1NC(=O)c1c(-c2ccccc2)noc1C | . | -0.6%
COc1cccc(C2c3[nH]c4ccccc4c3CCN2CCCn2cccn2)c1 (stereo not given) | . | 1.1%
CC(C)OP(C)(=O)CN1CCN(CP(C)(=O)OC(C)C)CC1 (stereo not given) | -4.8 | 4.1%
CCC1(C)N=C(N)Nc2nc3cc(C)c(C)cc3n21 (stereo not given) | . | 4.6%
Cc1ccc(C(=O)Nc2ccc(Oc3cccc(C(F)(F)F)c3)nc2)cc1 | 9.6 | 1.4%
CCOC(=O)CSc1ccc(C(=O)Nc2ccc(Cl)cc2)cn1 | 6.0 | 1.1%
C=CS(=O)c1sc(Cl)c(N2CCOCC2)c1[N+](=O)[O-] (stereo not given) | 9.6 | -1.9%
COC(=O)c1ccc(N2Cc3ccccc3/C2=N\C(=O)Nc2ccccc2)cc1 | 17.3 | 1.2%
Cc1cc(Cl)ccc1OCC(=O)n1cc(C(=O)c2cc(Cl)ccc2O)cn1 | 4.0 | 1.5%
CC1=Nn2c(nnc2-c2ccccc2F)SC1 | -0.7 | -5.5%
Cn1c(SCC(=O)N2c3ccccc3CCc3ccccc32)nnc1-c1ccc(O)cc1 | . | 2.2%
Cc1cc(Nc2ccc(Cl)cc2)n2nnnc2n1 | 11.2 | .
COc1nc(Nc2ccc(OC)c(Cl)c2)nc(OC)n1 | . | -5.0%
C#Cc1ccc([C@H]2C=C(C(=O)OCC=C)O[C@@H](OCC)[C@@H]2CCCO)cc1 | . | -2.3%
CN(C)c1ccc(/C=N/NC(=O)c2ccc(NC(=O)c3ccccc3)cc2)cc1 | 10.5 | 4.8%
CC(OC(=O)c1ccc(Cl)c(S(=O)(=O)N2CCc3ccccc32)c1)C(=O)Nc1ncc(Cl)cc1Cl (stereo not given) | 7.5 | 1.9%
O=C(CSc1nc(-c2ccccc2)cs1)Nc1nccs1 | 1.6 | 4.6%
COc1ccc(CNC(=O)COc2ccc([N+](=O)[O-])cc2)cc1 | . | 2.6%
Cc1nnc(SC(C)C(=O)Nc2ccc(S(=O)(=O)N3CCCCCC3)cc2)s1 (stereo not given) | 11.3 | .
C/C(Cn1cnc([N+](=O)[O-])n1)=N\NC(=O)c1ccc(O)cc1O | -4.8 | -3.3%
O=C(CSCc1ccc([N+](=O)[O-])cc1)Nc1ccc(S(=O)(=O)N2CCCCCC2)cc1 | -3.0 | -0.9%
C=CCN(C(=O)CCC(=O)O)C1CC(=O)N(c2ccc(OC)cc2)C1=O (stereo not given) | . | -1.8%
Cc1ccc(OCCCC(=O)N2CCOCC2)cc1 | . | 8.1%
CCn1c(SC(=O)NC2CCCCC2)nnc1-c1cccs1 | -6.2 | 3.7%
CCn1c(=O)c([N+](=O)[O-])c(NCCc2ccccc2)c2ccccc21 | 11.1 | -0.4%
COc1ccc(NC(=O)c2cc3c(-c4ccc(OC)c(OC)c4)nn(C)c3s2)cc1OC | 6.8 | -3.8%
Cc1onc(-c2ccccc2)c1C(=O)N=C(N)c1ccc(C(F)(F)F)cc1 | 0.5 | -4.1%
Cc1nc(-c2ccc(Cl)cc2)sc1C1(C)CC(c2ccc(C#N)cc2)=NO1 (stereo not given) | . | -1.1%
Cc1cccc(N2CCN(C(=O)C3CCN(S(=O)(=O)c4cnc[nH]4)CC3)CC2)c1C | -8.6 | 1.6%
C=CCn1c(C)csc1=Nc1ccccc1C | 10.9 | -4.0%
COc1ccc(C(=O)COC(=O)COc2ccc(C)c(C)c2)cc1 | 2.5 | 2.4%
CC(=O)Nc1ncc(Cc2ccc(Cl)cc2Cl)s1 | 4.3 | -1.0%
CC1CN(Cc2ccc(C#N)cc2Cl)CC(C)O1 (stereo not given) | -7.7 | 2.1%
CCC(=O)N=c1sc2cc([N+](=O)[O-])ccc2n1CCOC | 9.1 | -6.2%
O=C(Oc1c(Cl)cc(Cl)c2cccnc12)c1cccs1 | . | -0.4%
Cc1ccc(-n2c3c(cc(C(=O)NC4CCSC4=O)c2=O)C(=O)CCC3)cc1 (stereo not given) | 17.4 | 0.5%
Cc1cccc(-n2nnnc2SCC(=O)NCC2CCCO2)c1 (stereo not given) | . | 3.3%
Cn1c(N)c(C(=O)COC(=O)C2CC(=O)N(Cc3ccccc3)C2)c(=O)n(C)c1=O (stereo not given) | . | -3.2%
CC12CCC(O)CC1=CCC1C2CCC2(C)C1CCC21CCC(=O)O1 (stereo not given) | 7.2 | 0.9%
COC(=O)c1ccc2c(=O)[nH]c(CSc3nc(C)cs3)nc2c1 | -4.0 | 1.0%
Cc1cccc(C)c1NC(=O)/C(C#N)=C/c1ccsc1 | 0.9 | -1.0%
Cc1nnc(Sc2nc3c(c(=O)[nH]c(=O)n3C)n2Cc2ccccc2)s1 | . | 6.0%
O=C(OCC(=O)N1CCN(C(=O)c2ccco2)CC1)c1ccccc1OCc1ccc(Cl)cc1 | 30.2 | -2.3%
CCOC(=O)CC(NC(C)=O)c1ccc([N+](=O)[O-])cc1 (stereo not given) | 4.8 | -0.4%
CCN(CC)C(=O)C(Sc1ccccc1)c1ccccc1 (stereo not given) | 13.0 | 0.2%
CCC1=C(OC(=O)N(CC)CC)N2C(=O)OC(=NCC(=O)OC)[C@]2(Cc2ccccc2)[C@H]2C1=CC[C@H]1C(=O)N(CC(=O)OC)C(=O)[C@H]12 | . | -0.8%
CCOC(=O)c1ccc(Nc2cc(C)nc(-c3ccccc3O)n2)cc1 | -6.1 | 1.5%
C/C(=N/OC(=O)C1CC1c1ccccc1)c1ccccc1 (stereo not given) | 4.5 | 6.0%

An excerpt, so the mix of outcomes need not match the whole.
